# Rab9 prom act – activators of Rab9 promoter; Huh7 Rab9 promoter-luciferase reporter, luminescence, 24 h; Potency, µM (highest dose often 9.22 µM), for inactives: at the highest dose activation, negative = inhibition, usual class: activators; hit rate 2.8% among 320,000; note: % of control where 0% means no effect; nearly all actives have a fitted effect of over 60% in size
#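 Quantitative HTS format; Huh7 Rab9-luciferase reporter cells (1500/well) receive compound 2 h post-plating, incubate 24 h at 37 °C, then get luciferase reagent for 10 min before luminescence reading.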
# p53 reactivator – re-activators of mutant p53. H1299 p53-A138V BP100-luciferase reporter, luminescence, 24 h. Potency, µM (top dose mostly 92.2 µM), without a hit: top-dose activity change, positive = activation, actives largely listed as activators. hit rate 0.063% among 320,000. AID 504706; note: % of control where 0% means no effect; nearly all actives have a fitted effect of over 45% in size
#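 p53-null H1299 cells stably carrying temperature-sensitive p53-A138V and a BP100-luciferase reporter were pinned with compounds (4-point, 1:5 series) and held 24 hrs at 37 deg C. Luminescence was read 10 min after detection reagent.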
# uPA surface inh – cell surface uPA generation inhibition; AID 540303; cell surface uPA generation assay, qHTS; hit rate 0.31% among 330,000; Potency, µM (titrated, usually from 38.3 µM), without a hit: at the top dose activity change, negative = inhibition, usual class: inhibitors; active = well fitted inhibition curve with a large enough effect; inconclusive = small, poorly fitted or top-dose-only effect; inactive = no such curve, though single readings can be large or run the other way; tested in mouse RAW 264.7 cells; note: % is set by controls: 0 for no effect and ±100 for the full control effect; nearly all actives have a fitted effect of over 55% in size
# NPC1 prom act – activators of NPC1 promoter. Potency, µM (series often up to 9.22 µM), without a hit: at the highest dose activation, most hits filed as activators. Huh7 NPC1 promoter luciferase reporter, 24 h. hit rate 2.4% among 320,000;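 note: % of control where 0% means no effect; nearly all actives have a fitted effect of over 60% in size; reporter is driven by a mutant NPC1 promoter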
#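 Quantitative HTS used a cell-based reporter: Huh7 cells stably bearing the NPC1 promoter upstream of luciferase were treated with compounds for 24 h, and promoter activation was read as luminescence.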
# CXXC DNA block – inhibitors of human MLL CXXC domain-DNA interaction | Q03164 | MLL-CXXC / FITC-HOXA9 DNA fluorescence polarization | Potency, µM (highest dose often 115 µM), inactives show at the top dose activity change, negative = inhibition, hits mostly inhibitors | hit rate 0.037% among 290,000; active = well fitted inhibition curve with a large enough effect in the polarisation, with a control signal flat, not every such curve was filed as active; inconclusive = small, poorly fitted or top-dose-only effect, or effect the other way, or a change in a side signal; inactive = no such curve, though single readings can be large or run the other way; the % refers to the polarisation
#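 Purified MLL-CXXC (added from a 7 uM solution) was preincubated 5 min at ambient with pinned compounds in 50 mM Tris-HCl pH 7.5, 50 mM NaCl, 1 mM DTT, 0.05% BSA. Fluorescein-labeled HOX-A9 DNA (50 nM solution) followed, 30 min, then polarization read.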
# RORgamma inh – blocks mouse ROR gamma transcriptional activity. hit rate 5.4% among 310,000. P51450. Drosophila S2 Gal4-RORgamma UAS-luciferase reporter, 20 h. Potency, µM (series often up to 53.6 µM), without a hit: top-dose activity change, negative = inhibition, most hits filed as inhibitors; note: % is set by controls: 0 for no effect and ±100 for the full control effect; nearly all actives have a fitted effect of over 60% in size
#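 ROR gamma transcriptional activity was tracked as Gal4-UAS luciferase output in stably transfected Drosophila Schneider cells, with compound added 1 hr before 700 uM copper sulfate induction and a 20 hr ambient-temperature incubation.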
# ELG1 genotox – genotoxicity induction in ELG1-luciferase HEK293T cells; HEK293T ELG1-luciferase reporter, luminescence, 16 h; Potency, µM (highest dose often 46 µM), for the others: at the highest dose activity change, positive = activation, actives largely listed as activators; hit rate 1.3% among 330,000; AID 504466; note: % of control where 0% means no effect; nearly all actives have a fitted effect of over 60% in size
#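 Step 1: seed 2,000 HEK293T ELG1-luciferase cells per well. Step 2: add compound or DMSO, incubate 16 hr at 37 °C. Step 3: ONE-Glo, 30 min at room temperature, read luminescence.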
# BRCA1 expr act – activators of BRCA1 expression; Potency, µM (titrated, usually from 46.1 µM), inactives show top-dose activation, actives largely listed as activators; MCF7-BRCA1-FFLuc reporter, luminescence, 48 h; response scale: scaled: vehicle 0%, 10 µM genistein 100%; hit rate 1.1% among 380,000; AID 624202; note: nearly all actives have a fitted effect of over 80% in size; some results filed as inactive show a strong effect at the top dose
#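 MCF7-BRCA1-FFLuc cells, 2000/well in phenol-red-free MEM, attached 2 h then treated 48 h at 37 C. Luciferase luminescence read 15 min after reagent; normalized to genistein maximum activation (10microM) and DMSO, concentration-response fitted.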
# FLuc counter – counter-screen for miR-21 project: firefly luciferase inhibitors or activators; hit rate 6.9% among 360,000; P08659; Potency, µM (top dose mostly 57.5 µM), for inactives: top-dose activity change, negative = inhibition, usual class: inhibitors; purified FLuc, Km substrates, luminescence inhibition;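 note: plate controls were vehicle for no effect and reference inhibitor for full effect; nearly all actives have a fitted effect of over 55% in size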
#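 Purified P. pyralis luciferase, 10 nM final, with Km-level 10 uM D-luciferin and 10 uM ATP in 50 mM Tris acetate pH 7.5, 10 mM Mg acetate, 0.01% Tween-20, 0.05% BSA; 6-point qHTS titration about 60 µM downward; luminescence read.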
# MBNL1-CUG inh – inhibitors of human MBNL1 binding to CUG repeat RNA; Q9NR56; TR-FRET MBNL1-His/biotin-(CUG)12 binding, 665/545 ratio; Potency, µM (highest dose often 57.5 µM), inactives show at the highest dose activity change, negative = inhibition, most hits filed as inhibitors; hit rate 0.036% among 280,000; AID 2675; active = well fitted inhibition curve with a large enough effect in the signal ratio, with a control signal flat, not every such curve was filed as active; inconclusive = small, poorly fitted or top-dose-only effect, or effect the other way, or a change in a side signal; inactive = no such curve, though single readings can be large or run the other way; the % refers to the signal ratio; note: % is set by controls: 0 for no effect and ±100 for the full control effect
#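 Compounds (final 92 nM to 58 uM) are added to His-tagged MBNL1 and biotin-(CUG)12, then terbium anti-His antibody and streptavidin-XL665 (5 nM final). After 60 min at room temperature, the 665/545 nm ratio is read.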
# VP16 counter – Gal4-VP16 reporter inhibition counter-screen; Drosophila S2 Gal4-VP16 UAS-luciferase, luminescence, 20 h; Potency, µM (highest dose often 53.6 µM), inactives show at the top dose activity, negative = inhibition, usual class: inhibitors; hit rate 3.5% among 310,000;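 note: Gal4-VP16 expression switched on by copper sulfate through the metallothionein promoter; % is set by controls: 0 for no effect and ±100 for the full control effect; nearly all actives have a fitted effect of over 50% in size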
# The depositor's hits bear a star; u = inconclusive; x = not tested or not shown; & = joins results of further samples; [ ] = remark or other dose. Unless noted, calls come from the whole dose curve; as a rule, active = well fitted curve in the direction sought with a large enough effect; inconclusive = small, poorly fitted or top-dose-only effect, or another doubt; inactive = no such curve, though single readings can be large; an effect the other way counts as inactive or inconclusive. Potency is the fitted concentration of half-maximal effect. Not all compounds are listed; the hit share may differ from the screen's.
# Start of the data: the first 4 entries, to show the layout:
Structure	Rab9 prom act	p53 reactivator	uPA surface inh	NPC1 prom act	CXXC DNA block	RORgamma inh	ELG1 genotox	BRCA1 expr act	FLuc counter	MBNL1-CUG inh	VP16 counter
COc1ccc(N(CC(=O)Nc2ccc3c(c2)OCCO3)S(C)(=O)=O)c(OC)c1	-3.6%	5.2%	-2.1%	-4.4%	4.5%	5.0%	u	8.2%	u	-1.4%	-0.8%
CCCCN(C(=O)c1cccc(S(=O)(=O)N2CCCCC2)c1)C1CCS(=O)(=O)C1 (stereo not given)	-5.3%	-5.2%	0.8%	0.1%	-4.0%	1.6%	0.5%	-0.1%	4.0%&-11.0%	1.3%	-3.9%
COc1cc(Cl)c(C)cc1N1C(=O)CN(Cc2ccccc2)C1=S	-4.4%	-1.9%	-8.6%	-2.4%	-8.1%	3.8%	-2.4%	-43.9%	-1.0%	4.2%	3.7%
O=C(c1cccc(C(F)(F)F)c1)C1CCCN(Cc2cccn2-c2ncccn2)C1 (stereo not given)	-1.5%	-4.0%	u	-0.9%	-4.2%	5.9%	-6.8%	-22.3%	5.2%	-0.3%	3.1%

# All compounds of this part (from the top)
Structure	Rab9 prom act	p53 reactivator	uPA surface inh	NPC1 prom act	CXXC DNA block	RORgamma inh	ELG1 genotox	BRCA1 expr act	FLuc counter	MBNL1-CUG inh	VP16 counter
COc1ccc(N(CC(=O)Nc2ccc3c(c2)OCCO3)S(C)(=O)=O)c(OC)c1	-3.6%	5.2%	-2.1%	-4.4%	4.5%	5.0%	u	8.2%	u	-1.4%	-0.8%
CCCCN(C(=O)c1cccc(S(=O)(=O)N2CCCCC2)c1)C1CCS(=O)(=O)C1 (stereo not given)	-5.3%	-5.2%	0.8%	0.1%	-4.0%	1.6%	0.5%	-0.1%	4.0%&-11.0%	1.3%	-3.9%
COc1cc(Cl)c(C)cc1N1C(=O)CN(Cc2ccccc2)C1=S	-4.4%	-1.9%	-8.6%	-2.4%	-8.1%	3.8%	-2.4%	-43.9%	-1.0%	4.2%	3.7%
O=C(c1cccc(C(F)(F)F)c1)C1CCCN(Cc2cccn2-c2ncccn2)C1 (stereo not given)	-1.5%	-4.0%	u	-0.9%	-4.2%	5.9%	-6.8%	-22.3%	5.2%	-0.3%	3.1%
CC(CCc1ccccc1)NC(=O)c1ccccc1 (stereo not given)	-0.5%	-7.3%	1.9%	5.2%	-3.9%	3.4%	3.5%	25.2%	-1.4%	-1.9%	7.5%
O=C(NCc1ccccn1)c1cc(-c2ccc(-c3ccccc3)cc2)nc2ccccc12	3.55µM*	u	1.12µM*	2.24µM*	-0.6%	u	-7.8%	49.2%	0.379µM*	45.2%[activator]	-20.5%
CCc1nnc(NC(=O)CCNC(=O)c2ccccc2Cl)s1	7.5%	12.4%	x	-2.1%	2.3%	19.8%	0.5%	-1.4%	1.9%	-1.9%	-6.9%
Cc1ccc(S(=O)(=O)C2(C(=O)N3CCCCC3C)CC2)cc1 (stereo not given)	-2.7%	-5.3%	x	-2.0%	4.6%	-5.4%	-5.5%	3.5%	3.0%	-7.5%	1.2%
CCCC(=O)N(Cc1cc(=O)[nH]c2ccccc12)c1ccc(OC)cc1	7.6%	-5.7%	2.5%	-4.0%	3.6%	27.4%	-1.0%	-7.9%	4.6%	-8.5%	3.0%
CCCn1c(SCC(=O)c2c(C)[nH]c(C)c2C(=O)OCC)nc2ccccc21	-11.2%	1.4%	-0.1%	1.5%	-2.9%	-21.2%	-8.9%	-19.9%	5.7%	x	u
O=C(CS(=O)(=O)c1ccccc1)Nc1ccc(S(=O)(=O)Nc2ncccn2)cc1	-0.2%	-1.0%	6.7%	-2.2%	0.6%	24.6%	-1.5%	-0.3%	2.1%	-4.2%	-4.1%
CCC(NC(=S)NC1CCCCC1)c1ccccc1 (stereo not given)	-3.2%	-10.3%	x	-5.8%	-1.7%	3.16µM*	0.1%	x	0.6%	0.4%	7.08µM*
O/N=C/c1cn(-c2ccccc2)nc1-c1ccccc1	-1.5%	-3.6%	-0.1%	-4.6%	-1.3%	1.4%	2.1%	-0.8%	u	3.4%	-20.3%
Cc1cc(C)c(S(=O)(=O)c2ccccc2)c(OC(=O)c2cc(F)c(F)cc2Cl)n1	-0.8%	6.2%	0.8%	-4.0%	u	6.9%	-1.9%	0.0%	-13.8%	-6.2%	4.8%
CC(=O)c1[nH]c(C)c(C(=O)N2CCCC(Nc3ccc(C(C)C)cc3)C2)c1C (stereo not given)	-1.6%	x	u	1.1%	3.1%	x	-4.4%	-26.6%	0.3%	-1.3%	x
CC(C)c1nnc(NC(=O)c2cnccn2)s1	21.9%	26.0%	-2.6%	12.3%	-1.3%	u	12.5%	39.4%	-14.2%	13.0%	u
O=C(CCC(=O)c1ccc(Oc2ccccc2)cc1)Nc1cccc(Cl)c1Cl	0.0%	-6.5%	-1.1%	-0.2%	8.9%	-15.7%	-2.3%	0.0%	-19.5%	-16.1%	-15.5%
CCOC(=O)c1nc(Nc2cc(C)cc(C)c2)c2ccccc2n1	-12.4%	-2.0%	-5.0%	-5.9%	5.9%	0.6%	-7.3%	-0.8%	-2.0%	0.4%	2.9%
Cc1cccn2c(Nc3ccccc3)c(-c3ccccn3)nc12	4.4%	2.4%	-1.7%	-2.9%	19.7%	3.16µM*	-12.8%	-7.3%	-15.0%	45.9%[activator]	5.01µM*
COc1ccccc1OCC(=O)N1CCCC(Nc2ccc(C)c(C)c2)C1 (stereo not given)	3.5%	2.8%	12.5%	-1.0%	12.0%	25.8%	-6.9%	-1.6%	1.9%	-1.2%	-2.5%
Cc1ccc(Oc2ccc(NC(=O)C3=CC=CN4CCS(=O)(=O)N=C34)cc2)cc1	-2.4%	2.0%	-4.8%	-2.8%	x	x	-1.6%	2.5%	u	x	x
O=C(NCc1cccnc1)c1ccc(-c2cc(Cl)ccc2Cl)o1	-9.7%	-7.4%	5.1%	-1.8%	3.2%	u	-6.5%	6.9%	-11.1%	u	1.6%
Cc1cc(-c2nnc(SCC(=O)Nc3ccc(F)c(F)c3)n2N)n[nH]1	7.8%	3.2%	1.9%	0.3%	2.5%	-23.2%	0.4%	-0.7%	-1.6%	1.5%	-18.8%
COCCNc1ccc(N2C(=O)CCCC2=O)cc1[N+](=O)[O-]	-0.8%	3.7%	-1.8%	-4.7%	-2.0%	2.1%	0.2%	1.0%	0.0%	u	-0.9%
O=C(NCCS(=O)(=O)N1CCN(c2ccccc2)CC1)C1CCCC1	2.1%	-2.8%	0.8%	-3.5%	x	x	0.3%	3.7%	1.6%	x	x
CCC(CC)C(=O)NCCc1ccc(S(N)(=O)=O)cc1	-2.5%	0.8%	0.1%	1.5%	-1.1%	11.1%	-10.7%	-1.8%[1.84 µM]	0.5%	-12.4%	-2.5%
O=C(CCN1CCOCC1)NNC(=S)NC(=O)c1ccccc1	-1.3%	-4.8%	-2.7%	0.3%	0.4%	14.1µM*	1.5%	11.9%	-5.2%	-11.9%	-1.2%
Cc1cc2oc(=O)cc(CN3CCN(S(=O)(=O)c4ccc5c(c4)OCCO5)CC3)c2cc1C	-3.3%	-1.1%	3.2%	-5.5%	-7.8%	31.5%	-9.7%	-37.7%	1.6%	0.7%	3.2%
COc1ccc(NC(=O)C(CC(C)C)NC(=O)C2CCC(C)CC2)c(OC)c1 (stereo not given)	0.2%	0.1%	1.9%	1.2%	-3.4%	6.5%	-11.4%	5.1%	1.2%	-0.3%	5.9%
CCCCCCC1(C)NC(=O)N(C(C)C(=O)Nc2ccc(N3CCOCC3)cc2)C1=O (stereo not given)	-2.9%	13.3%	-4.5%	0.6%	x	x	-1.2%	7.0%	2.4%	x	x
COc1ccc(N(C)S(=O)(=O)c2cccc(C(=O)Nc3nc(C)cs3)c2)cc1	-3.6%	-3.3%	-9.8%	-5.0%	x	x	-1.5%	1.0%	-0.9%	x	x
O=C(NC1CCCCC1)c1cc(-c2cccs2)on1	2µM*	u	-0.1%	3.16µM*	0.2%	-2.1%	u	u	u	4.5%	u

# Screens from PubChem.
